Cycloheximide cs = counter-screen for Shiga toxin inhibitors: cycloheximide protein synthesis inhibition | AID 2314 | max response, % | 300,000 compounds, 12% hits | cell reporter, cycloheximide protein synthesis inhibition counterscreen; in the data active = max response mostly above about 13%, no sharp cut-off; inactive = mostly below about 14%; also: read at 38.3 µM for the half of the compounds with a filed dose; 0% is about no effect
Pf growth 96h = P. falciparum growth inhibition at 96 hour, primary screen for plastid delayed-death inhibitors; Potency, µM (top dose mostly 28.7 µM), for inactives: at the top dose activity change, negative = inhibition, usual class: inhibitors; P. falciparum luciferase reporter growth, 96 h; 320,000 compounds, 6.9% hits; also: potency is read from the fitted curve at half-maximal effect; % is scaled to controls: 0 for no effect and ±100 for the full control effect
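96 h incubation, 37 C, 5% CO2, of luciferase-reporter P. falciparum-infected RBCs (2% hematocrit, 0.05% parasitemia final) with test compounds; endpoint luminescence.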
LmPK inh = blocks Leishmania mexicana pyruvate kinase activity | 290,000 compounds, 0.37% hits | Potency, µM (series often up to 57.5 µM), for inactives: at the highest dose activity change, negative = inhibition, hits mostly inhibitors | Q27686 | AID 1721 | purified LmPK, Kinase-Glo ATP luminescence, 1 h; also: potency is read from the fitted curve at half-maximal effect; % is scaled to controls: 0 for no effect and ±100 for the full control effect
Target sequence (Q27686 whole entry, looked up): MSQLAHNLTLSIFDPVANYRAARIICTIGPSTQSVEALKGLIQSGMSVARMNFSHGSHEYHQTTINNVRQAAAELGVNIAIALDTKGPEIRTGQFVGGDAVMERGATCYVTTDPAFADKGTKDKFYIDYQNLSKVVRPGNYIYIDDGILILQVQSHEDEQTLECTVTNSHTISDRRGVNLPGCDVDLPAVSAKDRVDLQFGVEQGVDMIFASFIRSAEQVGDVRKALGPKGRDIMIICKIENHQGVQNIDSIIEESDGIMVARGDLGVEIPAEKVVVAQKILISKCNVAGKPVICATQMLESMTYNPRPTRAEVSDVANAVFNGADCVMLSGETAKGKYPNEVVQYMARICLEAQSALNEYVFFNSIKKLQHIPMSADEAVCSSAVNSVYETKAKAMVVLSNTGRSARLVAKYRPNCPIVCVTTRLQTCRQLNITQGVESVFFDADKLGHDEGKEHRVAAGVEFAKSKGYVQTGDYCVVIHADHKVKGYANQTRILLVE
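Purified LmPK (0.1 nM) with 0.5 mM PEP and 0.1 mM ADP in imidazole buffer pH 7.2 with MgCl2/KCl, 1 h at room temperature. ATP formed was read by luciferase luminescence and normalized to no-enzyme and uninhibited controls.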
Shiga toxin inh = Shiga toxin inhibition. 290,000 compounds, 9.2% hits. Vero cells, Shiga toxin protein synthesis inhibition reporter. inhibition, % at 38.7 µM; in the data active = inhibition mostly above about 28%, no sharp cut-off; inactive = mostly below about 43%; also: 0% is about no effect
TbPYK inhibitor = blocks Trypanosoma brucei pyruvate kinase; TbPYK enzyme, Kinase-Glo Plus ATP luminescence, 45 min; 410,000 compounds, 0.12% hits; Potency, µM (doses to about 76.8 µM), for the others: at the top dose activity, negative = inhibition, hits mostly inhibitors; Q57TT1; also: potency is read from the fitted curve at half-maximal effect; % is scaled to controls: 0 for no effect and ±100 for the full control effect; nearly all actives have a fitted effect of over 50% in size
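TbPYK + substrate in 50 mM TEA pH 7.2, 100 mM KCl, 10 mM MgCl2, 0.05% BSA, 0.01% Tween-20; cpd pinned; ADP 130 uM final; 45 min RT; Kinase-Glo Plus 10 min; luminescence endpoint.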
Pf growth 48h = inhibits P. falciparum growth in the first generation, 48 h; P. falciparum luciferase growth in erythrocytes, 48 h; Potency, µM (highest dose often 28.7 µM), inactives show top-dose activity change, negative = inhibition, most hits filed as inhibitors; 310,000 compounds, 5.9% hits; also: potency is read from the fitted curve at half-maximal effect; % is scaled to controls: 0 for no effect and ±100 for the full control effect
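Read-out is firefly luciferase luminescence from an integrated reporter in P. falciparum, so falling signal marks reduced parasite growth. Infected erythrocytes were at 2% hematocrit and 0.1% parasitemia (final) in Albumax-supplemented RPMI 1640.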
AMA1-RON2 inh = AMA1-RON2 (P. falciparum) interaction inhibition | 360,000 compounds, 0.2% hits | Potency, µM (series often up to 58.2 µM), for the others: at the top dose activity change, negative = inhibition, hits mostly inhibitors | AlphaScreen AMA1-biotinylated RON2 peptide binding | AID 720542;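 also: potency is read from the fitted curve at half-maximal effect; 0% = vehicle wells and -100% = peptide control; nearly all actives have a fitted effect of over 45% in size; some results filed as inactive show a strong effect at the top dose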
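AMA1 (3D7) with his tag at 25 nM final met compounds first, then biotinylated RON2 peptide at 25 nM; detection used donor plus acceptor beads, 10 µg/mL apiece, read by AlphaScreen after 30 min at room temperature.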
Starred values were filed as active, the others as inactive; ? = inconclusive; / = not tested or not shown; [ ] = dose if it differs, or a comment. Unless noted, calls follow the shape of the dose curve; as a rule, active = well fitted curve in the direction sought with a large enough effect; inconclusive = small, poorly fitted or top-dose-only effect, or another doubt; inactive = no such curve, though single readings can be large; an effect the other way counts as inactive or inconclusive.

SMILES | Cycloheximide cs | Pf growth 96h | LmPK inh | Shiga toxin inh | TbPYK inhibitor | Pf growth 48h | AMA1-RON2 inh
CC(C)[C@H](NC(=O)c1ccc(Cl)c([N+](=O)[O-])c1)C(=O)NCc1ccc(Cl)cc1Cl | -1 | ? | 0% | -5 | 4% | ? | 3%[11.6 µM]
Nc1ncnc2c1ccn2[C@@H]1O[C@H](CO)[C@@H](O)[C@H]1O | -7 | / | / | 22 | 0% | / | -2%
Cc1nn(-c2ccccc2)c(N2CCCC2)c1/C=N/NC(=O)c1cc(-c2cccs2)nc2ccccc12 | -5 | ? | -7% | -11 | -3% | ? | 17%
Cc1ccc(Cl)cc1N1CCN(C(=O)C2(S(=O)(=O)c3ccc(Cl)cc3)CC2)CC1 | -4 | 42%[activator] | 4% | 3 | -2% | ? | -16%
COc1ccc(C(=O)Nc2ccccc2C(=O)O)cc1NC(=O)C(c1ccccc1)c1ccccc1 | -2 | ? | -1% | -5 | 1% | -38% | -9%
O=C(CNC(=O)N1CC(=O)Nc2ccccc21)Nc1cc(Cl)ccc1Cl | -2 | 19% | -1% | -5 | -24% | -23% | 15%
CCOC(=O)C1=C(N)OC2=C(C(=O)CC(C)(C)C2)C1C1CCCCC1 (centres undefined) | -4 | 0% | 2% | -7 | 5% | -5% | -8%
CN1CCN(S(=O)(=O)c2ccc(NC(=S)NC(=O)c3ccc(Cl)cc3)cc2)CC1 | 23* | 2.3µM* | 0% | 52 | -6% | 4.7µM* | 41%[activator]
CC(C)C1Oc2ccccc2N(CC(=O)NC2CCCCC2)C1=O (centres undefined) | 3 | 27% | 1% | 57 | 6% | 14% | 8%
CC(=O)N(Cc1cccnc1)c1cccc(-c2nc3ccccc3s2)c1 | -2 | 24% | -2% | 63 | -3% | ? | -4%
CCn1cc(C(=O)O)c(=O)c2cc(F)c(N3CCN(S(=O)(=O)c4ccc(NC(C)=O)cc4)CC3)cc21 | -7 | ? | 4% | -10 | -12% | 6.6µM* | 52%[activator]
COc1ccc(C(=O)NC(=S)Nc2ccc(N3CCOCC3)cc2)cc1Cl | -6 | 77%[activator] | -10% | -13 | -1% | -7% | 13%
O=C(O)COc1ccc(Br)cc1CP(=O)(c1ccccc1)c1ccccc1 | -2 | ? | 3% | -4 | 4% | ? | 15%
COCCNC(=S)N1CCCC(CO)C1 (centres undefined) | -2 | 39%[5.75 µM] | 1% | 21 | -15% | 2% | 31%[activator]
C[C@@H](C(=O)Nc1nc(-c2ccccn2)cs1)N1C(=O)C2CCCCC2C1=O (some centres undefined) | -2 | 12µM* | 4% | -8 | ? | / | ?
CN(C)c1ccc(CN(C(=O)c2cc3ccccc3oc2=O)C2CCS(=O)(=O)C2)cc1 (centres undefined) | 47* | ? | -1% | 63* | -8% | -16% | 0%
O=S(=O)(c1c(F)cccc1F)N1CCCC2CCCCC21 (centres undefined) | / | -30% | / | / | -5% | ? | 19%
Cc1nn(-c2ccccc2)c(N)c1C(c1ccccc1)c1c(C)nn(-c2ccccc2)c1N | -1 | 13µM* | 2% | -10 | -10% | ? | 1%
CC(=O)Nc1ccc(S(=O)(=O)N(C)c2ccccc2)cc1 | 0 | ? | 5% | -9 | 11% | / | -8%
O=C(Nc1ccc2c(c1)OCO2)[C@@H]1CCCN1S(=O)(=O)c1cccc2cccnc12 | / | 0% | / | / | -5% | ? | -7%

A few values from above.
`C[C@@H](C(=O)Nc1nc(-c2ccccn2)cs1)N1C(=O)C2CCCCC2C1=O` (some centres undefined) in LmPK inh is entered as 4%
`Cc1nn(-c2ccccc2)c(N)c1C(c1ccccc1)c1c(C)nn(-c2ccccc2)c1N` in TbPYK inhibitor is entered as -10%
`CC(C)C1Oc2ccccc2N(CC(=O)NC2CCCCC2)C1=O` (centres undefined) in TbPYK inhibitor is entered as 6%
`Cc1nn(-c2ccccc2)c(N2CCCC2)c1/C=N/NC(=O)c1cc(-c2cccs2)nc2ccccc12` in Cycloheximide cs is entered as -5
`CC(C)[C@H](NC(=O)c1ccc(Cl)c([N+](=O)[O-])c1)C(=O)NCc1ccc(Cl)cc1Cl` in AMA1-RON2 inh is entered as 3%[11.6 µM]
`COCCNC(=S)N1CCCC(CO)C1` (centres undefined) in Cycloheximide cs is entered as -2
`CC(=O)Nc1ccc(S(=O)(=O)N(C)c2ccccc2)cc1` in Cycloheximide cs is entered as 0

Further records.
SMILES | Cycloheximide cs | Pf growth 96h | LmPK inh | Shiga toxin inh | TbPYK inhibitor | Pf growth 48h | AMA1-RON2 inh
CCC(=O)NC(=S)Nc1ccc(NC(=O)c2ccccc2[N+](=O)[O-])cc1 | -3 | 0% | 0% | -8 | -2% | -2% | 4%
CCN(CC)CCn1c(NCc2ccc(OC)cc2)nc2ccccc21 | -1 | 21% | -4% | -3 | 0% | -23% | -16%
NC(=O)[C@@H]1CCCN1Cc1nc(-c2cccs2)no1 | -3 | -11% | 2% | -14 | 2% | 46%[activator] | 5%
CN(CCOc1ccccc1)c1ccc(S(=O)(=O)N2CCCCC2)cn1 | 1 | 5% | -1% | 11 | -11% | 1% | 0%
CC(=O)N(CCc1ccccc1C)Cc1cc2ccc(C)cc2[nH]c1=O | -8 | -27% | 0% | -9 | 0% | -23% | 18%
CCCn1c(O)c(N=NC(=O)CNC(=O)c2cccnc2)c2ccccc21 | 6 | 36%[activator] | 2% | 11 | 2% | -17% | 0%
CC(=O)Nc1ccc(S(=O)(=O)N2CCN(C(=O)C3COc4ccccc4O3)CC2)cc1 (centres undefined) | 1 | ? | -5% | -5 | -6% | ? | 1%
COc1cccc2cc(/C(=N/O)c3ccccc3)oc12 | 26* | 58%[activator] | 0% | 33 | 3% | 72%[activator] | -3%
O=C1CNC(=O)/C1=C\N1CCCCC1 | -2 | / | -14% | 24 | -4% | -8% | 2%
Cc1noc(C)c1COc1ccc(C(=O)OCC(=O)Nc2c(C)n(C)n(-c3ccccc3)c2=O)cc1 | -2 | ? | 1% | -3 | -3% | -12% | 7%
CCOC(=O)CC(=O)CSc1ncnc2c1nnn2-c1ccc(F)cc1 | 12 | 73%[activator] | 11% | 21 | 4% | -1% | 77%[activator]
CCCCCCCC[n+]1cccc(C(=O)N2c3c(nc(N)[nH]c3=O)NC(C)C2C)c1 (centres undefined) | -3 | 1% | 1% | -6 | -6% | 5% | 11%
O=C(NCc1ccncc1)C(=O)NCc1ccco1 | 0 | 11% | 0% | -11 | 6% | 25% | -4%
CCN1CCCC1CNC(=O)c1cc(S(=O)(=O)N(C)C)ccc1Cl (centres undefined) | -3 | 28% | -2% | -10 | 0% | 17% | -9%
CCCn1c(SCC(=O)Nc2cc(S(=O)(=O)N3CCOCC3)ccc2OC)n[nH]c1=O | 1 | 1% | -2% | -12 | -20% | 2% | 35%[activator]
O=C(NNS(=O)(=O)c1cc(Cl)cc(Cl)c1)c1sccc1-n1cccc1 | -2 | 4% | -1% | 10 | 9% | -3% | 8%
O=S(=O)(c1ccccc1)c1nnn2c1nc(NC1CCN(Cc3ccccc3)CC1)c1ccccc12 | -5 | ? | -4% | -7 | 0% | ? | -9%
COc1ccc(N=Nc2ccc(O)c3ncccc23)cc1 | 5 | 0.52µM* | 2% | 6 | -1% | 0.59µM* | 56%[activator]
O=C1C2C3c4ccccc4C(c4ccccc43)C2C(=O)N1Cc1ccco1 (centres undefined) | -3 | 12% | 2% | -4 | -8% | -12% | -5%
Cc1ccc(C)n1-c1nccc(-c2ccco2)n1 | 7 | 39%[activator] | 0% | 30 | -4% | 42%[activator] | -9%

Four compounds from above, arranged by molar mass, falling:
SMILES | Cycloheximide cs | Pf growth 96h | LmPK inh | Shiga toxin inh | TbPYK inhibitor | Pf growth 48h | AMA1-RON2 inh
Cc1noc(C)c1COc1ccc(C(=O)OCC(=O)Nc2c(C)n(C)n(-c3ccccc3)c2=O)cc1 | -2 | ? | 1% | -3 | -3% | -12% | 7%
O=C(NNS(=O)(=O)c1cc(Cl)cc(Cl)c1)c1sccc1-n1cccc1 | -2 | 4% | -1% | 10 | 9% | -3% | 8%
CCC(=O)NC(=S)Nc1ccc(NC(=O)c2ccccc2[N+](=O)[O-])cc1 | -3 | 0% | 0% | -8 | -2% | -2% | 4%
CCN(CC)CCn1c(NCc2ccc(OC)cc2)nc2ccccc21 | -1 | 21% | -4% | -3 | 0% | -23% | -16%

(further entries)
SMILES | Cycloheximide cs | Pf growth 96h | LmPK inh | Shiga toxin inh | TbPYK inhibitor | Pf growth 48h | AMA1-RON2 inh
COCc1cc(=O)[nH]c(/N=C(\N)Nc2ccc(Oc3ccccc3)cc2)n1 | 5 | / | -2% | 11 | 5% | ? | 44%[activator]
CC1CC1C(=O)OCC(=O)Nc1cccc([N+](=O)[O-])c1 (centres undefined) | 32* | 18% | 0% | 65* | 7% | ? | 19%
CCOC(=O)C1CCN(C(=O)C2CCN(S(=O)(=O)c3ccc4c(c3)CC(C)N4C(C)=O)CC2)CC1 (centres undefined) | 11 | ? | 2% | -3 | -1% | ? | 9%
COc1ccc(CCNC(=O)Cc2cc(OC)c(OC)cc2Br)cc1OC | 16* | -61%[5.75 µM] | 2% | 20 | 2% | ? | -11%
Cn1c(N)cc(=O)n(Cc2ccccc2)c1=O | -3 | -25% | -1% | -11 | -4% | -3% | -1%
CCCCn1c(N)c(N(CC(C)C)C(=O)c2ccc(-c3ccc([N+](=O)[O-])cc3)o2)c(=O)[nH]c1=O | / | ? | / | / | -2% | 0% | 7%
COc1ccc(CC2(C)OC(c3ccc(C)c([N+](=O)[O-])c3)=NN2C(C)=O)cc1 (centres undefined) | 1 | ? | 2% | 0 | -1% | ? | ?
O=C(CSc1nc2ccccc2o1)Nc1ccc(Cl)cc1 | 22* | / | 2% | 83* | 0% | 62%[activator] | -1%
O=C(O)C1CCCN(C(=O)c2cccc3ccccc23)C1 (centres undefined) | -7 | 16% | -11% | -9 | -15% | 23% | -6%
CCOC(=O)c1ccccc1N1C(=O)C2Sc3[nH]c(=O)sc3C(/C=C/c3ccccc3)C2C1=O (centres undefined) | -1 | -39% | -5% | -5 | -13% | -1% | -11%
CCc1ccccc1NC(=O)C1CCCN(c2ncnc3onc(-c4ccc(F)cc4)c23)C1 (centres undefined) | -5 | ? | 9% | 2 | 5% | ? | -1%
Cc1ccc(S(=O)(=O)N(C)CCCC(=O)Nc2ccncc2)cc1 | -1 | ? | 1% | -9 | -2% | / | -4%
O=C(c1cc(COc2c(F)cccc2F)on1)N1CCN(C2CCCCC2)C(=O)C1 | 3 | ? | -4% | 1 | -1% | ? | 3%
CN(CC(=O)NCc1cccs1)CC(=O)Nc1ccc(F)c(F)c1F | -2 | -21% | 3% | -12 | -6% | 7% | 90%[activator]
Cc1c2cnn(CC(=O)NCCCN3CCCCC3C)c(=O)c2c(C)n1Cc1ccccc1 (centres undefined) | -2 | ? | -7% | 12 | 0% | -2% | -8%
CCc1noc(C)c1C(=O)Nc1nc(-c2cccs2)cs1 | / | 31%[activator] | / | / | -3% | 24% | -3%
O=C(N/N=C/c1cccs1)c1ccc(-n2cccc2)cc1 | 22* | ? | 0% | 19 | 4% | ? | ?
O=S1(=O)N=C(N/N=C/c2ccco2)c2ccccc21 | 6 | 2% | 10%[11.5 µM] | 27 | 1% | ? | 47%[activator]
